CHO-K1 Ca antag: counter-screen for M1 antagonists: effect in parental CHO-K1 cells. ATP-induced calcium, Fluo-8 fluorescence. inhibition, % at 3 µM. hit rate 0.6% among 360,000. AID 602250;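 active = inhibition above a per-plate cutoff, the plate's mean sample inhibition plus 3 SD, cut at about 24% in these data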;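 also: 0% = DMSO plus EC80 ATP and 100% = DMSO alone without ATP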
TAAR1 ag: human TAAR1 agonists, primary screen, Fluo-8 calcium fluorescence, CHO RD-HGA16 cells. Trace amine-associated receptor 1 (Homo sapiens), Q96RJ0. vehicle wells 0%, saturating PEA agonist 100%. activation, % at 3 µM. hit rate 0.99% among 360,000;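 active = activation above the mean activation of all test compounds in the run plus 3 SD, cut at about 38% in these data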
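Test system: RD-HGA16 (CHO) cells co-expressing Gα16 and hTAAR1 / Benchmarks: DMSO vehicle as 0%, PEA at EC100 as 100% / Repeats: no replicates (n 1) / Measure: % activation from peak over basal fluorescence ratio, DMSO-to-PEA scaled / Timing: 17-24 h plating, Fluo-8 75 min 37 °C, 30 min RT / Technique: kinetic Fluo-8 calcium fluorescence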
TAAR1 antag: human TAAR1 antagonists, primary screen, Fluo-8 calcium fluorescence, CHO RD-HGA16 cells. inhibition, % at 3 µM. antagonist. AID 624466, 2012. Trace amine-associated receptor 1 (Homo sapiens), Q96RJ0. hit rate 1.5% among 360,000;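 active = inhibition above a per-plate cutoff, the mean inhibition of test compounds on that plate plus 3 SD, cut at about 49% in these data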;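 also: 0% = DMSO plus EC80 beta-PEA response and 100% = DMSO alone without agonist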
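Test system – hTAAR1-expressing CHO RD-HGA16 cells, Gα16-coupled · Reagent – β-PEA at EC80 concentration, post-compound challenge · Compound dosing – 3 µM, single point · Timing – 140 s kinetic read after compound, 140 s after agonist · Detection – Fluo-8 intracellular calcium dye fluorescence, real-time kinetic reads · Control set – DMSO and EC80 PEA controls · Repeats – n of 1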
CHO-K1 Ca ag: counter-screen for M1 agonists: effect in parental CHO-K1 cells | Fluo-8 calcium fluorescence; scaled to maximal ATP response, vehicle zero | activation, % at 3 µM | hit rate 0.48% among 360,000 | AID 602248, 2012; in the data active = activation above about 15%;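 also: untransfected CHO-K1 host cells lacking M1 receptor as counterscreen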
OXTR potentiate: human OXTR potentiators, primary screen, fluorescence, CHO-OTR cells, Fluo-8 calcium. Oxytocin receptor (Homo sapiens), P30559. Fluo-8 calcium fluorescence, potentiator mode; 0% = oxytocin EC15, 100% = EC100. activation, % at 3 µM. hit rate 0.061% among 320,000. AID 2445, 2010;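 active = activation above that plate's cutoff, the mean activation of tested compounds plus 3 SD, cut at about 6.6% in these data, passing the limit was not always enough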;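 also: 100% uses oxytocin at 75 nM as the full agonist control; some results filed as inactive read as strong as hits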
Target sequence (P30559 whole entry, looked up): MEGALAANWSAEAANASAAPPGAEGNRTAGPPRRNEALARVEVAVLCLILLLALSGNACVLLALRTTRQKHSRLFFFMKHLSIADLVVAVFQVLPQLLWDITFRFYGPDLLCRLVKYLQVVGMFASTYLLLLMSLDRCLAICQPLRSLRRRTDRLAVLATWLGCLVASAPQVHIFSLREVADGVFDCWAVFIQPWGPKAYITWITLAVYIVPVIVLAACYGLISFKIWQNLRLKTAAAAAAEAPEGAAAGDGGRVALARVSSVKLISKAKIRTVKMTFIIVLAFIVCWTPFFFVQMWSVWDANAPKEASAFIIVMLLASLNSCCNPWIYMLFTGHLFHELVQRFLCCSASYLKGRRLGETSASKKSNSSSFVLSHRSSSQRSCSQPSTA
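Assay system: CHO cell line stably expressing human OTR. Reagent: EC15 oxytocin agonist. Dosing: single dose, 3.0 µM nominal final compound concentration. Timing: compound 6 min at room temperature before oxytocin, 100 s read. Signal: kinetic Fluo-8 calcium fluorescence. Controls: oxytocin EC15 low and EC100 high.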
CHO parental Ca: ATP-evoked calcium signal inhibitors, parental CHO, primary screen, counter-screen for OX1R antagonist project, cell-based, fluorescence, Fluo-8 calcium dye; parental CHO-K1, ATP-induced calcium, Fluo-8 fluorescence; inhibition, % at 5.6 µM; hit rate 0.63% among 330,000;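 active = inhibition above that plate's mean sample inhibition plus 3 SD, cut at about 26% in these data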;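 also: 0% = ATP-challenged DMSO wells and 100% = DMSO wells without ATP; some compounds past the cut are filed as inactive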
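Test system: untransfected parental CHO cell line. Compound: one dose, 5.6 µM nominal. Detection: intracellular calcium via Fluo-8 no-wash fluorescent dye. Measure: % inhibition. Benchmarks: ATP-challenged DMSO wells low, unchallenged DMSO wells high.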
M1 PAM parental: nonselective calcium activators in parental CHO-K1 cells, primary screen, counter-screen for M1 PAM project, cell-based, Fluo-8 calcium fluorescence, full deck, 1536-well | ATP EC20; 0% at ATP EC20, 100% at ATP max | activation, % at 3 µM | hit rate 0.02% among 360,000 | AID 602247, 2012;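 active = activation above the run cutoff, the mean activation of all test compounds plus 3 SD, cut at about 40% in these data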;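 also: peak over basal fluorescence ratio in a 140 s read after ATP addition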
V1R ag counter: agonists of human V1a receptor, primary screen, counter-screen for OXTR agonist project, fluorescence, CHO-V1R cells; activation, % at 3 µM; hit rate 0.25% among 320,000; Fluo-8 calcium fluorescence, agonist mode; 0% DMSO, 100% 3 nM vasopressin;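 active = activation above the mean activation of all tested compounds plus 3 SD, per screening run, cut at about 20% in these data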;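 also: signal is peak over basal fluorescence ratio across a 100 second FLIPR read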
Target sequence (P37288 whole entry, looked up): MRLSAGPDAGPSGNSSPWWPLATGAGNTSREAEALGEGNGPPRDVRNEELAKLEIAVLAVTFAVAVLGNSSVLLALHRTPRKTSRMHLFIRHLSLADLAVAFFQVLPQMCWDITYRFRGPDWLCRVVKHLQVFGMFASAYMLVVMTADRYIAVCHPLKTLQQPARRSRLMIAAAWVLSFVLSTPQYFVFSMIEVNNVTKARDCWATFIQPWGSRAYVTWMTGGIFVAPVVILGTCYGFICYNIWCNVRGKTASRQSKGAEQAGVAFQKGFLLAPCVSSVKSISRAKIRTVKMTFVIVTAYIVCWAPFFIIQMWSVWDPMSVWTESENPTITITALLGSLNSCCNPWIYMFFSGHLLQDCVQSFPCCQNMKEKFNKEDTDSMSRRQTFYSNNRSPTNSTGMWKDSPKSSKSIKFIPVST
M1 ag: human M1 muscarinic receptor agonists, primary screen, Fluo-8 calcium fluorescence, CHO-K1 cells, HTS; hit rate 0.33% among 360,000; activation, % at 3 µM; CHO-K1 hM1, agonist mode; 0% DMSO, 100% acetylcholine EC100;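 active = activation above the run's mean compound activation plus 3 SD, cut at about 16% in these data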;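 also: peak over basal fluorescence ratio within a 140 s kinetic read after compound addition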
Numbers without * were called inactive; / = not tested or not shown.

SMILES | CHO-K1 Ca antag | TAAR1 ag | TAAR1 antag | CHO-K1 Ca ag | OXTR potentiate | CHO parental Ca | M1 PAM parental | V1R ag counter | M1 ag
CC(=O)c1cccc(NC(=O)NCc2cccs2)c1 | 17 | 11 | 7 | 0.9 | -2 | -11 | 6 | 1.0 | 0
CCOc1ccccc1-n1nnnc1SCC(=O)NCc1ccco1 | 6 | 7 | 1 | -0.4 | -18 | -13 | -14 | -1.1 | -2
Cc1sc2nc(SCC(=O)Nc3ccc(S(N)(=O)=O)cc3)[nH]c(=O)c2c1C | -7 | 0 | -20 | -0.1 | 0 | 22 | 20 | 0.1 | -6
Cn1c(CC(=O)NCCO)c(Sc2ccccc2)c2ccccc21 | 1 | 2 | 20 | 0.6 | -4 | -8 | 3 | 1.3 | -7
O=c1[nH]c2c(n(C3CCCCC3)c1=O)CCC2 | 4 | 1 | -4 | -0.3 | -7 | -7 | 0 | -0.6 | -2
Cc1cccnc1NC(=O)C(c1ccccc1)c1ccccc1 | -19 | 5 | -1 | 2.5 | -10 | -7 | 8 | 0.2 | -3
O=S(=O)(N(Cc1ccccc1)[C@@H](CO)Cc1ccccc1)N(Cc1ccccc1)[C@@H](CO)Cc1ccccc1 | -11 | 15 | 48 | -0.1 | -7 | -27 | 13 | 2.1 | -1
COCc1cc(=O)[nH]c2cc(NC(=O)C(F)(F)F)c(C)cc12 | -4 | 11 | 7 | -0.5 | -9 | -5 | 14 | -0.6 | 0
CN(Cc1ccc(F)cc1)C(=O)c1cccc(S(=O)(=O)N2CCN(c3ccc(F)cc3)CC2)c1 | 5 | 3 | 43 | 8.4 | -16 | -1 | -16 | 5.0 | 0
COCC(=O)Nc1cc(Cl)c(OC)cc1OC | -17 | 2 | 2 | 0.3 | -3 | 1 | 30 | -0.8 | -5
CCc1cccc(NC(=O)CSc2nc(C)cs2)c1 | -8 | 0 | -23 | 0.2 | / | / | -6 | / | -4
COc1cccc(N2CCN(C(=O)c3ccc(-c4ccccc4)cc3)CC2)c1 | 1 | 3 | -7 | 0.2 | -5 | -14 | 5 | 0.6 | -4
CC(=O)Nc1ccc(N(C(=O)c2ccco2)C(C(=O)NC2CCCC2)c2ccc(N(C)C)cc2)cc1 (configuration not stated) | -17 | -2 | 5 | 0.8 | 2 | -8 | 13 | 0.0 | -4
Cc1c(F)cccc1NC(=O)CCCCCC1NC(=O)NC1C (configuration not stated) | -9 | -1 | -1 | 1.0 | -4 | 3 | -3 | -0.4 | -4
CC1CCN(C(=O)COC(=O)c2cccc(S(=O)(=O)N(C)c3ccccc3)c2)CC1 | -3 | 11 | 15 | 4.6 | -10 | -26 | -13 | 6.1 | -6
O=C(Nc1ccc(Cl)c(C(F)(F)F)c1)C(=O)N1CCCCC1 | -8 | 9 | -1 | 4.4 | -10 | -10 | 16 | 4.2 | -5
C=C(C)CNC(=S)N/N=C/c1ccco1 | 3 | 0 | -13 | 0.0 | -3 | 17 | -17 | -0.5 | -1
CCNc1nc(NCC)nc(N(n2cnnc2)S(=O)(=O)c2ccc(C)cc2)n1 | -6 | 1 | 5 | 0.1 | -3 | -10 | 8 | -1.1 | -1
Cc1ccccc1N=C1NC(=O)CC(c2ccccc2)S1 (configuration not stated) | -8 | 1 | 9 | 0.6 | -14 | -23 | 19 | -0.1 | -6
CCCCN(CCCC)CCCNC(=O)CC1Oc2ccc(C)cc2NC1=O (configuration not stated) | 6 | 0 | 8 | -0.3 | -4 | -18 | 1 | -1.1 | -7
CC(C)(C)NC(=O)CC1C[C@H](C(=O)N2CCCCC2)[C@@]2(C)c3[nH]c4ccccc4c3CCN2C1=O (some centres not stated) | 1 | 3 | 9 | -0.1 | -3 | -12 | -14 | -0.8 | -2
CC(C)(C)CN1C(=O)C(=O)NC[C@@H]1CCCCN | -7 | 10 | 11 | -0.2 | -4 | 3 | -6 | 0.3 | -3
COC(=O)c1ccc(CSc2nc3sc(C(=O)O)c(C)c3c(=O)[nH]2)cc1 | / | 10 | -9 | / | -11 | -12 | / | 1.5 | /
CCOC(=O)c1ccc(S(=O)(=O)N2CCN(C(C)=O)CC2)cc1 | 9 | 1 | -18 | 0.3 | -3 | -10 | -19 | 0.1 | -1
O=C(COc1ccc(Cl)cc1)Nc1cc(NC(=O)COc2ccc(Cl)cc2)cc(C(=O)O)c1 | -1 | 10 | -25 | 2.8 | 4 | -3 | 14 | 4.5 | -4

Retrieved by compound from the entries so far:
SMILES | CHO-K1 Ca antag | TAAR1 ag | TAAR1 antag | CHO-K1 Ca ag | OXTR potentiate | CHO parental Ca | M1 PAM parental | V1R ag counter | M1 ag
O=S(=O)(N(Cc1ccccc1)[C@@H](CO)Cc1ccccc1)N(Cc1ccccc1)[C@@H](CO)Cc1ccccc1 | -11 | 15 | 48 | -0.1 | -7 | -27 | 13 | 2.1 | -1
Cc1sc2nc(SCC(=O)Nc3ccc(S(N)(=O)=O)cc3)[nH]c(=O)c2c1C | -7 | 0 | -20 | -0.1 | 0 | 22 | 20 | 0.1 | -6
CCCCN(CCCC)CCCNC(=O)CC1Oc2ccc(C)cc2NC1=O (configuration not stated) | 6 | 0 | 8 | -0.3 | -4 | -18 | 1 | -1.1 | -7
Cc1cccnc1NC(=O)C(c1ccccc1)c1ccccc1 | -19 | 5 | -1 | 2.5 | -10 | -7 | 8 | 0.2 | -3
O=c1[nH]c2c(n(C3CCCCC3)c1=O)CCC2 | 4 | 1 | -4 | -0.3 | -7 | -7 | 0 | -0.6 | -2

(further entries)
SMILES | CHO-K1 Ca antag | TAAR1 ag | TAAR1 antag | CHO-K1 Ca ag | OXTR potentiate | CHO parental Ca | M1 PAM parental | V1R ag counter | M1 ag
COc1ccc2c(c1)C1(Nc3ccccc3-c3nc4ccccc4n31)C(=O)N2 (configuration not stated) | 4 | 8 | 18 | 37* | -5 | -14 | 13 | 5.5 | 0
Cc1cccc(CCNC(=O)CN(C)S(=O)(=O)c2ccc3c(c2)c(=O)n(C)c(=O)n3C)c1 | -2 | 3 | -11 | 0.4 | -4 | 1 | 8 | -0.5 | -6
COc1ccc(/C=N/N=C2\CC3CCC2(C)C3(C)C)cc1O (configuration not stated) | 0 | 5 | 13 | 0.0 | -6 | -5 | 2 | 0.8 | 0
COc1ccc(C(=O)NC(C)c2ccccc2)cc1Br (configuration not stated) | -8 | 5 | 12 | 0.2 | -12 | -7 | 17 | -0.3 | -9
CSc1nc(N)nc2c1ncn2CC(=O)NCC1CCCO1 (configuration not stated) | -19 | 1 | 3 | 0.7 | 2 | -4 | 22 | 1.1 | -3
Cc1cccc(CCNC(=O)CC2C(=O)NCCN2CC2CCCCC2)n1 (configuration not stated) | -5 | 26 | -15 | 0.0 | -8 | -19 | 16 | 0.1 | -6
COc1cccc(N2CCN(C(=O)c3ccc(Cl)c(NC4=NC5CS(=O)(=O)CC5S4)c3)CC2)c1 (configuration not stated) | 2 | 7 | 24 | 4.7 | -1 | -14 | 2 | 5.7 | 0
CN(C)C=Nc1ccc2nn(-c3ccccc3)nc2c1 | -10 | 0 | 16 | 1.0 | -8 | 17 | 11 | -0.1 | 0
O=C(/C=C/c1ccccc1)Nc1nc(-c2ccncc2)cs1 | -3 | 3 | 50* | 4.8 | -6 | 17 | 16 | -0.3 | 0
CC(C)(C)C(=O)NC(=S)Nc1ccccc1F | 1 | -1 | 17 | -0.2 | -6 | -18 | 4 | 0.0 | -4
O=S(=O)(NCC1CCCO1)c1ccc(Cl)c2ccccc12 (configuration not stated) | -7 | 1 | -11 | 1.1 | / | / | 16 | / | -1
O=C(COC(=O)c1ccc(O)cc1)c1ccc(S(=O)(=O)N2CCCCC2)cc1 | -5 | 8 | 33 | 3.4 | -10 | -11 | -18 | 11 | 1
O=C1N=C(N2CCN(c3ccccc3)CC2)S/C1=C\c1ccco1 | 3 | 3 | -6 | 0.4 | -4 | -9 | 24 | -0.7 | -3
OCCN1CCN(CCSc2ccccc2)CC1 | 6 | 7 | 11 | 0.3 | 5 | -2 | 3 | 0.5 | -4
COc1ccc(NC(=O)C(=O)NCCC2CCCCN2S(=O)(=O)c2cccs2)cc1 (configuration not stated) | 5 | 1 | -10 | -0.1 | -5 | 0 | -12 | -1.0 | -2
CCCCn1nnnc1C1(C)CCC(=O)N1Cc1cc(OC)ccc1OC (configuration not stated) | 2 | 1 | -3 | -0.4 | / | / | -13 | / | /
O=C(CNCc1ccco1)Nc1ccc(N2CCCCCC2)cc1 | 10 | 8 | 9 | 0.1 | -3 | -11 | -14 | 0.6 | -6
O=C1CCCC2=C1C(c1ccncc1)c1c(nc(SCc3ccccc3Cl)[nH]c1=O)N2 (configuration not stated) | -15 | 12 | 5 | -0.3 | -7 | -5 | -1 | -0.5 | -6
O=C(Cc1ccc(S(=O)(=O)N2CCOCC2)s1)NCC(=O)Nc1ccccc1Br | -5 | 1 | -22 | 0.9 | -1 | -11 | -3 | -0.9 | -5
CN(Cc1ccno1)Cc1cn(C)nc1-c1ccc(Oc2ccccc2)cc1 | -10 | 11 | 15 | 6.7 | -9 | -13 | 18 | 1.6 | -4
C=CCn1c(SCC(=O)c2ccc(OC)cc2)nnc1C(C)NC(=O)c1cccs1 (configuration not stated) | -42 | 12 | 13 | 1.0 | -1 | -14 | 25 | -0.2 | 0
Cn1c(=O)c2cc(NC(=O)NCCc3cccs3)ccc2n1C/C=C/c1ccccc1 | -7 | / | / | 4.7 | / | / | 13 | / | 0
CSc1nc2[nH]c(=O)n(O)c(=O)c2n1Cc1ccccc1 | -6 | 1 | -16 | 5.7 | / | / | 0 | / | -1
CC(NS(=O)(=O)c1cn(C)c(=O)n(C)c1=O)c1ccccc1 (configuration not stated) | -7 | 0 | -3 | 0.5 | 5 | 4 | 5 | -1.2 | -1
Cc1cccc(NC(=O)[C@H](C)NC(=O)[C@@H]2Cc3ccccc3CN2C(=O)OC(C)(C)C)c1 | -10 | -2 | -14 | -0.3 | -9 | -20 | 21 | -0.9 | -2
O=C(COC(=O)/C=C/c1ccc(C(F)(F)F)cc1)NC(=O)NCc1ccco1 | -15 | 0 | -22 | -0.8 | -4 | -8 | 17 | -0.2 | 2
O=C(Nc1nc2c(s1)CCCC2)c1ccc(Br)s1 | -24 | 8 | 22 | 3.2 | -9 | -26 | 19 | 0.8 | -4
